# SENP8 block: SENP8 protease inhibitors, primary screen, biochemical, luminescence; Sentrin-specific protease 8 (Homo sapiens), Q96LD8; purified SENP8, Z-RLRGG-aminoluciferin cleavage; inhibition, % at 10 µM; 330,000 compounds, 1.2% hits
# Gli-Sufu antag: Gli-Sufu pathway antagonists, primary screen, luciferase luminescence, Sufu-KO-LIGHT cells, uHTS; Sufu-KO-LIGHT fibroblasts, Gli luciferase reporter luminescence; inhibition, % at 5 µM; 340,000 compounds, 0.74% hits; AID 588413, 2011;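 active means inhibition above about 55%, limit read from the data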;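 further: 0% = DMSO-treated cells and 100% = wells with medium but no cells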
# 697 NFkB inh: inhibitors of PMA/ionomycin-induced NF-kB reporter, 697 cells, primary screen, B-cell NF-kB inhibitor project, cell-based, luminescence, uHTS; 697 B-cell NF-kB luciferase reporter, 16 h; inhibition, % at 4 µM; 330,000 compounds, 0.33% hits; AID 435022, 2010; in the data active means inhibition above about 35%
# EBI2 block: EBI2 receptor antagonists, beta-arrestin recruitment, primary screen, cell-based, luminescence, 7a,25-OHC stimulation, uHTS; 7a,25-OHC stimulated; 360,000 compounds, 0.81% hits; G-protein coupled receptor 183 (Homo sapiens), P32249; inhibition, % at 5 µM; in the data active means inhibition above about 38%;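 further: enzyme fragment complementation signal reports receptor beta-arrestin coupling in cells; 0% = agonist plus DMSO wells and 100% = wells without agonist; some results beyond the cut were filed as inactive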
# Target sequence (P32249 whole entry, looked up, the tested form may be a part): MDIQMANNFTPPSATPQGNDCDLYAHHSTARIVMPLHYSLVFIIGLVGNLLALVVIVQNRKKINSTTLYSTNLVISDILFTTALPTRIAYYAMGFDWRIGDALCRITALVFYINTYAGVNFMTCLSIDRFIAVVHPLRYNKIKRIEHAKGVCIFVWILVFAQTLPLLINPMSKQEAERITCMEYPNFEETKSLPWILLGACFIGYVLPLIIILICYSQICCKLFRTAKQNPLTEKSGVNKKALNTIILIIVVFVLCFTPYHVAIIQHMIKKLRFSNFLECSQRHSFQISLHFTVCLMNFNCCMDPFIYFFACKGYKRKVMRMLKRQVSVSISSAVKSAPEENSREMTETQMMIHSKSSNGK
# UBC13 inh: UBC13 polyubiquitin chain formation inhibitors, primary screen, biochemical, TR-FRET, uHTS | Ubiquitin-conjugating enzyme E2 N (Homo sapiens), P61088 | inhibition, % at 20 µM | 330,000 compounds, 0.47% hits | AID 485273, 2010; in the data active means inhibition above about 45%, passing the limit was not always enough; inconclusive means no clear call, values can overlap the other calls
# Target sequence (P61088 whole entry, looked up): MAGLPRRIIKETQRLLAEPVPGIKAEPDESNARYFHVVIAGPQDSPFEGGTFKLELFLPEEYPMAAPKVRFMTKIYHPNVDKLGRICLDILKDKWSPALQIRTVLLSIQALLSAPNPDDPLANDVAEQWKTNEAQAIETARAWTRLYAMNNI
# CCR6 antagonist: CCR6 receptor antagonists, primary screen, cell-based, CHO-K1, luminescence, beta-arrestin, uHTS; C-C chemokine receptor type 6 (Homo sapiens), P51684; CHO-K1 CCR6 PathHunter beta-arrestin, CCL20-stimulated; inhibition, % at 20 µM; 340,000 compounds, 0.49% hits; AID 493098, 2011;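 active means compounds whose inhibition of the agonist-driven luminescence signal at 20 µM reaches about 50%, limit read from the data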;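 further: cells stimulated with CCL20 at 14 nM final; plate controls were DMSO with CCL20 for no effect and DMSO without agonist for full effect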
# Target sequence (P51684 whole entry, looked up): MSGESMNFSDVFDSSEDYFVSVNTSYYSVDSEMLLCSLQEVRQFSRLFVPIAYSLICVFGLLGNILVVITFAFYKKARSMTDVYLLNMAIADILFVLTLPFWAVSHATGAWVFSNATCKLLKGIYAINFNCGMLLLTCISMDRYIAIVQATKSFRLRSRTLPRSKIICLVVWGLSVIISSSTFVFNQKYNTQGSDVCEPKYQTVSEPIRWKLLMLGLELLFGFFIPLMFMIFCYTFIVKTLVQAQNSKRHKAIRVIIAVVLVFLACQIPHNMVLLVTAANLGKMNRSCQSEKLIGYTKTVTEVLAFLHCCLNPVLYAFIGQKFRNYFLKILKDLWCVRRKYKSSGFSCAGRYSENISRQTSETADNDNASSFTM
# Jurkat NFkB inh: inhibitors of induced NF-kB luciferase reporter, primary screen, TCR NF-kB activation inhibitor project, cell-based, luminescence, uHTS; inhibition, % at 4 µM; 330,000 compounds, 0.53% hits; AID 435003, 2010; Jurkat, PMA/ionomycin-induced NF-kB luciferase reporter
# Apaf1 inhib: inhibitors of human Apaf-1 apoptosome, primary screen, biochemical, DEVD-Rh110 fluorescence, uHTS; Apoptotic protease-activating factor 1 (Homo sapiens), O14727; inhibition, % at 20 µM; 330,000 compounds, 0.71% hits; reconstituted apoptosome caspase-3 activity; AID 489030, 2010; active means inhibition of at least 40% at 20 µM;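 further: plate controls were DMSO wells for no effect and DEVD-CHO caspase inhibitor wells for full effect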
#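 System: reconstituted apoptosome with Apaf-1, cytochrome c, caspase-9, procaspase-3, dATP; Signal: Rh110 fluorescence intensity; Schedule: 30 min compound preincubation, 50 min activation, room temperature; Reagent: cytochrome c trigger plus (Z-DEVD)2-Rh110 caspase-3 substrate.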
# Active calls of the source: *; ? = inconclusive; · = no result given; & = joins results of further samples. Unless noted, no stated cut-off is given here; in the data, active means inhibition above about 50%; inactive means the rest. Only part of the results is shown (hit frequency here may not be typical).
# The line under a structure holds: SENP8 block, Gli-Sufu antag, 697 NFkB inh, EBI2 block, UBC13 inh, CCR6 antagonist, Jurkat NFkB inh, Apaf1 inhib
Cc1ccc(NC(=O)c2ccc(S(=O)(=O)N3CCCCC3)cc2)nc1
    -5, -3, -5, 11, 5, -3, -2, -1
Cc1ccc(CNc2oc(-c3ccco3)nc2C#N)cc1
    5, -2, -18, 7, 15, 2, 3, 0
N#Cc1c(-c2ccc(F)cc2)c2c([nH]c1=O)-c1ccccc1OC2
    -9, 3, 6, -4, 11, -9, 1, 7
Cc1ccc(C(=O)NCCCN2CCOCC2)cc1
    -6, 14, -6, -4, 0, -2, -34, 1
CC1CN(S(=O)(=O)c2cccc(C(=O)NCCc3ccc(S(N)(=O)=O)cc3)c2)CC(C)O1 (stereo not drawn)
    -5, 7, 18, -4, -3, -4, 11, -1
CCCCCCCN1C(N(C)C)=NC[C@@H]1Cc1ccccc1
    -1, 33, -27, -13, 25, 18, -2, 22
O=C(O)CCc1nc2cc(Cl)ccc2n(Cc2ccccc2)c1=O
    0, 2, 3, 7, -5, 7, 9, -8
COc1cccc(NC(=O)CN(C)C(=O)c2c(C)nn(-c3ccccc3)c2Cl)c1
    -8, 7, 0, -4, 2, 10, 2, 3
CC(=O)Nc1ccc(C(=O)N(C2=NC(C)CS2)c2ccc(Cl)cc2)cc1 (stereo not drawn)
    -1, -5, -15, 6, -4, 3, -6, 10
O=C(NCCCN1CCCC1=O)c1cc(S(=O)(=O)N2CCOCC2)ccc1Cl
    3, 8, 15, -5, -6, 1, -13, -6
CCN(CC)S(=O)(=O)c1ccc(N2CCN(C)CC2)c(NC(=O)Nc2ccc(C)cc2)c1
    -11, -16, -46, 1, 15, 2, -70, 12
COc1ccccc1NC(=O)c1ccc(NC(=O)COC(=O)C(C)C)cc1
    -16, -5, 5, 6, 0, 6, 2, 2
CCOc1ccc(NC(=O)CN(C)C(=O)CC2OC(=O)c3ccccc32)cc1OCC (stereo not drawn)
    10, -1, 2, -1, -1, 14, -6, 1
Cc1ccnc(N2CCCC(C(=O)Nc3ccc(C)c(C)c3)C2)n1 (stereo not drawn)
    5, -18, 7, -7, 3, 13, 10, 0
CCC(=O)Nc1nn(CC(C)C)c2nc3ccc(C)cc3cc12
    0, -4, 5, 13, 9, 1, -18, -3
CCCCN1CC(=O)N2[C@H]3c4cc(Br)ccc4OC[C@@H]3[C@H](C(=O)OCC)[C@]2(C)C1=O
    -4, 1, 16, 5, 8, 12, -4, 10
Cc1ccc(Cl)cc1N1CCN(S(=O)(=O)c2ccc3c(c2)CC(=O)N3C)CC1
    -6, -14, -4, 0, -8, -1, 1, 19
O=C(Nn1c(SCc2ccccc2F)nc2ccsc2c1=O)c1ccccc1
    -6, -3, -27, 3, -4, 1, -17, 13
C[C@H](NC(=O)c1ccc2ccccc2c1)C(=O)N1CCC2(CC1)NCCc1[nH]cnc12
    0, 27, 3, -9, 4, -7, -7, -5
O=C(O)/C(=C\c1ccco1)NC(=O)c1ccccc1
    1, 5, 7, -10, 6, 5, 8, -1

# An excerpt from above in order of the CCR6 antagonist value, ascending:
Molecule	697 NFkB inh	EBI2 block	UBC13 inh	CCR6 antagonist	Jurkat NFkB inh
Cc1ccc(C(=O)NCCCN2CCOCC2)cc1	-6	-4	0	-2	-34
O=C(O)/C(=C\c1ccco1)NC(=O)c1ccccc1	7	-10	6	5	8
CCCCCCCN1C(N(C)C)=NC[C@@H]1Cc1ccccc1	-27	-13	25	18	-2

# Some of these compounds in order of length of the SMILES, descending:
# The line under a structure holds: SENP8 block, Gli-Sufu antag, 697 NFkB inh, EBI2 block, UBC13 inh, CCR6 antagonist, Jurkat NFkB inh, Apaf1 inhib
O=C(NCCCN1CCCC1=O)c1cc(S(=O)(=O)N2CCOCC2)ccc1Cl
    3, 8, 15, -5, -6, 1, -13, -6
Cc1ccc(NC(=O)c2ccc(S(=O)(=O)N3CCCCC3)cc2)nc1
    -5, -3, -5, 11, 5, -3, -2, -1
O=C(Nn1c(SCc2ccccc2F)nc2ccsc2c1=O)c1ccccc1
    -6, -3, -27, 3, -4, 1, -17, 13

# The list continues:
# The line under a structure holds: SENP8 block, Gli-Sufu antag, 697 NFkB inh, EBI2 block, UBC13 inh, CCR6 antagonist, Jurkat NFkB inh, Apaf1 inhib
CSCCC(NC(=O)c1ccco1)C(=O)N1CCN(Cc2ccccc2)CC1 (stereo not drawn)
    -5, -7, 14, -4, 0, 6, 4, 14
COc1cc(C(=O)N(c2ccc(C)c(C)c2)C2C=CS(=O)(=O)C2)cc(OC)c1OC (stereo not drawn)
    0, 1, -19, -5, -9, -8, -4, -3
CCOc1cc(-c2cc(N)n[nH]2)cc(OCC)c1OCC
    3, -3, 11, -6, -4, 8, 17, -2
COc1ccc2nc(NC(=O)CSc3nc(C)cc(=O)[nH]3)sc2c1
    -4, 1, -14, 1, -3, -6, 10, 7
O=C1[C@@H]2C3C=CC(O3)[C@@H]2C(=O)N1c1ccccc1
    -11, ·, -22, ·, -12, ·, -15, -6
CCC(CC)NC(=O)c1cc(OC)c(OC)cc1[N+](=O)[O-]
    -6, -4, -9, -2, -6, 3, -5, -11
O=C(Nc1cccc2cccnc12)c1ccc(Cl)cc1
    -17, -16, -19, -5, -4, 12, -40, 17
COc1ccccc1S(=O)(=O)Nc1cccc(-c2nnc3n2CCCCC3)c1
    -6, -2, -5, -2, -12, 2, 6, 1
CC1C2CC(C(CN(C)C)/C2=N/O)C1(C)C (stereo not drawn)
    8, -1, 4, -7, 1, 2, 2, -6
CSC(=NC1CCCCC1)NS(=O)(=O)c1ccccc1
    -4, -5&0, 7, 9&1, 5, 13&-5, 3, 7
CN(C(=O)COC(=O)c1ccc(Cl)nc1)C1CCS(=O)(=O)C1 (stereo not drawn)
    6, -11, 6, -10, -1, -7, -1, -7
CCOC(=O)C1Sc2[nH]c(=O)sc2C(c2ccc(Cl)cc2)C1C(=O)OCC (stereo not drawn)
    4, 1, 12, -14, -23, 25, 17, 2
O=C(CCN1C(=O)/C(=C\c2cccs2)SC1=S)NC1=NCCS1
    15, 16, -3, -8, -3, 24, 13, 4
Cc1ccc([N+](=O)[O-])c(OCC(=O)OCC(=O)c2ccccc2)c1
    -5, 3, 11, -1, 7, -9, 15, 1
COc1ccc(S(=O)(=O)N2CCC(C(=O)NCc3ccccc3)CC2)cc1OC
    -3, -23, 28, -3, 0, 6, 5, -1
Cc1ccc2cc3cc(C(=O)N4CC(C)CC(C)C4)oc3nc2c1 (stereo not drawn)
    -6, -43, -45, 15, -1, 11, -36, 31
CC(C)(C)NC(=O)Cn1cnc([N+](=O)[O-])n1
    3, 1, 11, -3, -1, -1, -1, -7
O=C1Cc2ccccc2Sc2ccc(Cl)cc21
    -16, 3, 15, 19, ?, 25, -1, 15
CCOC(=O)C1=C(C)N(C)C(=S)NC1c1ccc(Cl)cc1 (stereo not drawn)
    -4, 2, -13, 5, 0, 14, 9, -5
COc1ccc(S(=O)(=O)Nc2ccc(S(=O)(=O)N3CCCC3)cc2)cc1
    -2, 5, 24, -3, 3, -3, 10, -18

# Some of the entries above, reformatted.
CCOc1cc(-c2cc(N)n[nH]2)cc(OCC)c1OCC
  SENP8 block: 3; Gli-Sufu antag: -3; 697 NFkB inh: 11; EBI2 block: -6; UBC13 inh: -4; CCR6 antagonist: 8; Jurkat NFkB inh: 17; Apaf1 inhib: -2
Cc1ccc2cc3cc(C(=O)N4CC(C)CC(C)C4)oc3nc2c1 (stereo not drawn)
  SENP8 block: -6; Gli-Sufu antag: -43; 697 NFkB inh: -45; EBI2 block: 15; UBC13 inh: -1; CCR6 antagonist: 11; Jurkat NFkB inh: -36; Apaf1 inhib: 31
O=C(CCN1C(=O)/C(=C\c2cccs2)SC1=S)NC1=NCCS1
  SENP8 block: 15; Gli-Sufu antag: 16; 697 NFkB inh: -3; EBI2 block: -8; UBC13 inh: -3; CCR6 antagonist: 24; Jurkat NFkB inh: 13; Apaf1 inhib: 4
CCOC(=O)C1=C(C)N(C)C(=S)NC1c1ccc(Cl)cc1 (stereo not drawn)
  SENP8 block: -4; Gli-Sufu antag: 2; 697 NFkB inh: -13; EBI2 block: 5; UBC13 inh: 0; CCR6 antagonist: 14; Jurkat NFkB inh: 9; Apaf1 inhib: -5

# Continued.
# The line under a structure holds: SENP8 block, Gli-Sufu antag, 697 NFkB inh, EBI2 block, UBC13 inh, CCR6 antagonist, Jurkat NFkB inh, Apaf1 inhib
COc1ccc(CC(NC(C)=O)C(=O)NC2CCN(S(=O)(=O)c3ccccc3)CC2)c(OC)c1 (stereo not drawn)
    4, -4, 3, 0, -2, -22, -1, 2
O=C(NN1C(=O)C2C3C=CC(O3)C2C1=O)c1ccncc1 (stereo not drawn)
    6, 5, -9, -20, -12, 4, -16, 4
C/C(=N\NC(=O)c1cccc(Cl)c1)C1C(=O)c2ccccc2C1=O
    92*, -28, -71, 0, -26, 25, -25, 12
COC(=O)c1cccc(NC(=S)Nc2ccccc2Cl)c1
    -9, 3, -2, 0, 1, 10, -4, -16
CN(CC(=O)Nc1ccc(Cl)c(C(F)(F)F)c1)C(=O)CCN1C(=O)C2CCCCC2C1=O (stereo not drawn)
    4, 3, 12, -1, 1, 2, 12, 7
CCOC(=O)Cc1csc(NC(=O)COC(=O)/C=C/c2ccc(OC)cc2)n1
    3, -9, 16, 11, 4, 8, 16, 1
Cc1ccc(C(=O)Nc2ccc3ncccc3c2)cc1
    80*, ·, -181, 9, 1, 10, -25, 1
CCC(C)NC(=O)CSc1nnc(-c2cc(-c3cccs3)nc3ccccc23)o1 (stereo not drawn)
    -3, 4, -8, -3, 21, 21, -2, 16
C=CCn1c(SCC(=O)Nc2ccc(Cl)cn2)nnc1C1CC1
    2, 5, 11, 5, 4, -1, -11, 5
COc1ccc(-c2nsc(SCC(=O)NCC3CCCO3)n2)cc1 (stereo not drawn)
    1, -30, 4, -6, 10, -2, -27, -11
O=C(CSC1CS(=O)(=O)c2cc([N+](=O)[O-])ccc21)NNC(=O)c1ccc(Cl)cc1 (stereo not drawn)
    -6, -1, 19, 8, 2, -16, 16, -19
O=S(=O)(c1ccc(SCCOc2ccc(F)cc2)nc1)N1CCCC1
    2, -5, -4, 3, 9, 28, 12, 11
O=C(CSc1nc2ccccc2c(=O)n1CCCN1CCOCC1)Nc1cccc(S(=O)(=O)N2CCCCCC2)c1
    -3, 33, -5, 11, 18, 20, 9, 23
CCn1cc(CNC(=O)CCc2ccc(OC)cc2)cn1
    2, 3, 6, 3, 3, -3, 8, -1
CSc1nnc(C)c(=O)n1COC(=O)COc1ccc(Cl)cc1
    -5, -12, 11, 1, 11, -12, 2, -5
CCOc1ncccc1C(=O)N1CCN(S(=O)(=O)c2cccs2)CC1
    1, 3, 6, -5, -6, 1, -1, 2
Cc1ccc(C(=O)NC(=S)NCC2CCCO2)cc1Br (stereo not drawn)
    -11, -58, 0, -5, 8, 3, -8, 16
COc1ccc(OC)c(NC(=O)C2CCCN2C(=O)OCc2ccccc2)c1 (stereo not drawn)
    -3, -4, 0, 12, 5, -3, -11, -5
CCCc1[nH]c2ccc(C#N)cc2c1CCC
    0, 6, -12, -3, 20, 8, 7, 28
COc1cc2ccccc2cc1C(=O)Nc1ccc(N2CCOCC2)cc1
    4, -2, -2, 0, 1, 6, -27, 11
C/C(=N\NC(=O)c1n[nH]c2c1CCC2)c1cccs1
    82*, -44, 0, -3, -6, 8, 30, 9
COc1cc2c(cc1OC)C(C)=NC1(CCCCC1)C2
    4, 10, 12, 4, 18, 9, 6, -5

# Screens deposited in PubChem by Sanford-Burnham Center for Chemical Genomics.
